# Bim-Bfl-1: inhibitors of Bim-Bfl-1 interaction, human. AID 1008. inhibition, % at 10 µM. Q16548. actives 0.12% (n = 190,000). Bead-based flow cytometry, Bim-Bfl-1 binding inhibition;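 further: 0% = wells without compound plus tracer and 100% = blocker peptide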
# Bcl-XL Bim block: inhibitors of Bim-Bcl-XL interaction, human; AID 1007; inhibition, % at 10 µM; Bim peptide-Bcl-XL binding, bead flow cytometry, fluorescence; Q07817; actives 0.04% (n = 190,000)
# Target sequence (Q07817 whole entry, looked up): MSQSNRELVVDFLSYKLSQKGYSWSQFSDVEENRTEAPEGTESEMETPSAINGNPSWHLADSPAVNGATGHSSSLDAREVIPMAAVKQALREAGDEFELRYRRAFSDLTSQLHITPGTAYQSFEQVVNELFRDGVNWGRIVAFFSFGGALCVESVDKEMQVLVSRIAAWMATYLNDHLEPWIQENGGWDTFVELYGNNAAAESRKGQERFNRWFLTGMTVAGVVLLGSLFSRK
# Bcl-B Bim block: inhibitors of Bim-Bcl-B interaction, human; inhibition, % at 10 µM; bead-based flow cytometry, Bim peptide-Bcl-B binding; Q9HD36; actives 0.073% (n = 190,000);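 further: 0% = tracer peptide without compound and 100% = reference inhibitor peptide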
# Target sequence (Q9HD36 whole entry, looked up): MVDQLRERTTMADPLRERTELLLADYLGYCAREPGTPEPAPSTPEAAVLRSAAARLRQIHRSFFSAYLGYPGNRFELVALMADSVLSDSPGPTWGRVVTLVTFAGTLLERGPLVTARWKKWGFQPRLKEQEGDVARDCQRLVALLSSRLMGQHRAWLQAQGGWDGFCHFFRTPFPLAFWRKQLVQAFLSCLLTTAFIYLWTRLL
# RGS4-Gao reg: modulates binding of RGS4 to human Galphao; actives 0.33% (n = 220,000); P09471; binding response (% of control), % at 10 µM; Multiplexed bead flow cytometry; actives lie on both sides; in the data active means binding response below about 49% or above about 150%; inactive means in between;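 further: fluorescent Galphao activated with aluminum fluoride binding bead-coupled RGS4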
# ABCG2 inh: inhibitors of human ABCG2 transporter, ABCB1 counter-screen; Q9UNQ0; IgMXP3 cells, JC-1 efflux, flow cytometry; inhibition, % at 6.6 µM; actives 0.1% (n = 190,000);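 active means inhibition above 80%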;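 further: 0% = DMSO and 100% = nicardipine control wells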
#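 Test system: IgMXP3 (ABCG2) plus far-red-tagged CCRF-Adr (ABCB1) cells / Amount: 3 million cells/mL in well / Reagent: JC-1 transporter substrate / Timing: 10 min compound exposure, 25 °C / Signal: flow cytometry, 530 nm JC-1 signal / Read-out: percent efflux inhibition, scaled nicardipine 100% to DMSO 0% / Benchmarks: nicardipine as high control, DMSO as low control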
# Bcl-2 Bim block: inhibitors of Bim-Bcl-2 interaction, human | Bead-based flow cytometry, Bim peptide-Bcl-2 binding | actives 0.06% (n = 190,000) | P10415 | AID 950 | inhibition, % at 10 µM; in the data active means inhibition above about 40%; inconclusive means no clear call, values can overlap the other calls;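 further: 0% = no compound wells with probe peptide and 100% = reference peptide inhibitor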
# Target sequence (P10415 whole entry, looked up): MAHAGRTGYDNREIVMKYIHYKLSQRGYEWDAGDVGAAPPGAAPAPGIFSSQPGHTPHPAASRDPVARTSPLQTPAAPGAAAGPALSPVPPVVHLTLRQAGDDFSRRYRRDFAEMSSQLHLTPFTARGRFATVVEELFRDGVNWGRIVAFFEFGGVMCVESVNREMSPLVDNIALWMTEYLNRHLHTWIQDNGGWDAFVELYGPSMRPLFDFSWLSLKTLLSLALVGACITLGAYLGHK
# GSH fluor: compound fluoresces at 488/530 nm on GSH beads | fluorescence (KMESF) at 10 µM | actives 0.25% (n = 190,000) | AID 1776 | GSH beads flow cytometry, compound fluorescence 488/530 nm; active compounds read high; in the data active means fluorescence above about 89;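 further: glutathione beads carrying GST-tagged Bcl family fusion proteins plus one bare bead set; values are compound well signal with DMSO vehicle wells as background; inactives centre near 16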
# RGS8-Gao: modulates binding of RGS8 to human Galphao | multiplexed bead flow cytometry; actives lie on both sides | AID 1423 | response (percent of control binding), % at 10 µM | P09471 | actives 0.34% (n = 220,000); in the data active means response below about 60% or above about 140%; inactive means in between;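 further: Galphao activated as the GDP aluminium fluoride complex binding bead-coupled RGS8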
# RGS7-Gao: modulates binding of RGS7 to human Galphao; P09471; Multiplexed bead flow cytometry; actives lie on both sides; binding response (% of control), % at 10 µM; actives 0.35% (n = 220,000); AID 1439; in the data active means binding response below about 49% or above about 150%; inconclusive means no clear call, values can overlap the other calls; inactive means in between;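 further: fluorescent Galphao held in activated GDP-AlF4 state binding bead-coupled RGS7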
# ABCB1 block: human ABCB1 inhibition, ABCG2 as counter-screen; actives 0.067% (n = 190,000); AID 1326; P08183; CCRF-Adr cells, JC-1 efflux, flow cytometry; inhibition, % at 6.6 µM; in the data active means inhibition above about 40%;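 further: 0% = vehicle and 100% = reference inhibitor; higher value means more JC-1 retained so stronger ABCB1 efflux block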
# Bcl-W Bim block: human Bim-Bcl-W interaction inhibition. Q92843. bead-based flow cytometry, Bim peptide-Bcl-W binding. inhibition, % at 10 µM. actives 0.02% (n = 190,000). AID 952;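 further: 0% = bound tracer without compound and 100% = peptide blocker; higher means less fluorescent Bim peptide bound to Bcl-W beads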
# Target sequence (Q92843 whole entry, looked up): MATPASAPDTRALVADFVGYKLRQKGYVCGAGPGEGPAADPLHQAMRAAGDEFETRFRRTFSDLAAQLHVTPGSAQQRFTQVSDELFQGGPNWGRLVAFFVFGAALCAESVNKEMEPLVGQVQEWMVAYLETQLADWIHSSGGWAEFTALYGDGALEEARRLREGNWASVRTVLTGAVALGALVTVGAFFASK
# * = called active by the depositor; ? = inconclusive; . = no result given. Unless noted, no stated cut-off is given here; in the data, active means inhibition above about 40%.
SMILES,Bim-Bfl-1,Bcl-XL Bim block,Bcl-B Bim block,RGS4-Gao reg,ABCG2 inh,Bcl-2 Bim block,GSH fluor,RGS8-Gao,RGS7-Gao,ABCB1 block,Bcl-W Bim block
N/C(=N\OC(=O)c1cccc(Br)c1)c1ccc(Br)cc1,-16,-3,-8,104,14,-6,33,103,100,0.4,0
CC(=O)c1c(C)[nH]c(C(=O)OCCCCN2C(=O)c3ccccc3C2=O)c1C,-22,-10,-11,100,10,-11,30,101,102,5.6,-2
CC(Sc1nc(C(C)(C)C)cc(-c2ccccc2)c1C#N)C(=O)Nc1ccccc1 (stereo not drawn),12,-8,-25,98,-7,0,7,94,98,-0.8,-6
CCOC(=O)CSC1=C(C#N)C(c2ccc3c(c2)OCO3)CC(=O)N1 (stereo not drawn),-1,-4,-1,95,1,-1,13,98,96,0.3,-4
CC(C)N(C(=O)CSc1nnc(NC(=O)Cc2cccs2)s1)C(C)C,-6,-3,-1,102,4,-3,14,102,?,0.7,0
COC(=O)c1ccc(/C=N/NC(=S)NCCN2CCOCC2)cc1,3,3,0,100,27,-4,15,103,?,1.1,-1
CSc1nc(-c2ccccc2)ccc1C(N)=O,-10,-2,-8,102,5,-7,14,102,100,0.4,-1
Cc1c(C(=O)NCCSCc2ccc(Cl)cc2Cl)cccc1[N+](=O)[O-],-2,-3,-4,105,2,-1,11,107,103,0.8,-2
Cc1cc(C(=O)CSc2nnnn2-c2ccc(Cl)cc2)c(C)n1CC1CCCO1 (stereo not drawn),-3,-3,0,97,12,-3,52,99,97,0.9,-1
O=C(CSc1ccc2ccccc2n1)NCc1ccc2c(c1)OCO2,-2,-5,-9,21*,0,-2,11,14*,?,0.0,-2
CCN1CCN(CC2CC3C=CC2C3)CC1 (stereo not drawn),-11,-15,-11,102,4,-1,19,100,104,0.4,-3
Cc1ccc(CN2CCN(Cc3cnc(C)[nH]3)CC2CCO)cc1 (stereo not drawn),-4,-4,-4,100,4,-5,11,104,103,2.1,-4
COCCCn1c(Cc2csc(Nc3cccc(Cl)c3)n2)nnc1SCC(=O)OC1CCCCC1,0,-5,-4,95,3,-1,13,101,92,0.8,-5
O=C(Cn1cc([N+](=O)[O-])cn1)NCC1CCCO1 (stereo not drawn),-1,-3,-3,99,-2,-3,6,101,102,-0.1,-3
CCC(=O)NNC(=S)NC(=O)c1ccc(C)cc1,1,-7,-44,99,0,-5,9,99,97,-0.2,-3
CC(C)Cc1cc(C(=O)Nc2c(F)cc(F)cc2Br)no1,-12,-10,-13,105,7,-8,15,99,103,0.6,-8
CCC(C)N(NC(C)=O)c1nc(Cl)nc(NC(C)C)n1 (stereo not drawn),0,-2,-2,103,1,0,13,102,109,0.0,0
O=C(O)/C=C/c1cnc[nH]1,0,-1,-4,103,3,1,19,101,100,0.3,1
CCN(CCCNC(=O)CC(C(=O)N1CCc2ccccc21)n1ccnc1)c1cccc(C)c1 (stereo not drawn),0,-1,0,85,7,-3,4,92,85,1.3,0
Nc1ncc(CCN2CCOCC2)c(-c2ccc(F)cc2)n1,-7,-1,-7,103,0,-7,18,103,102,0.4,-2
CCOC(=O)CNC(=S)N(CCCN1CCCC1)Cc1cccs1,-3,0,-3,112,1,-2,14,106,105,0.4,-2
Cc1cc(C)cc(N(CC(=O)Nc2ccccc2-c2ccccc2)S(=O)(=O)c2ccccc2)c1,-19,-3,-8,102,18,-13,16,103,91,6.2,-5
O=[n+]1c2c(n([O-])c3cc(F)c(F)cc31)CCCC2,5,1,-3,99,2,1,13,101,100,0.0,3
CCOC(=O)CSCc1cn2cc(Cl)ccc2n1,-12,0,-7,96,2,-11,34,98,94,0.7,1
CCCCn1ccnc1C(=O)c1cccc(S(=O)(=O)N2c3ccccc3CC2C)c1 (stereo not drawn),-15,-7,-9,99,6,-12,9,98,96,1.4,0
CCOC(=O)N1CCC(Nc2nc(OC)nc(OC)n2)CC1,-9,-2,-3,100,0,0,15,101,100,0.0,2
COc1ccc(C)cc1NC(=O)C(OC(=O)CNC(=O)c1ccc(Oc2ccccc2)cc1)c1ccccc1 (stereo not drawn),-16,-7,-9,99,7,-10,10,99,98,0.9,1
CCN1CCN(C(c2cccnc2)c2cc(Cl)c3cccnc3c2O)CC1 (stereo not drawn),-12,-3,-11,99,16,-7,37,100,100,-2.2,1
CC(C)(C)C(=O)N1CCC(O)(CS(=O)(=O)Cc2ccccc2Cl)CC1,-3,-2,-3,102,2,-4,17,101,101,0.5,-3
O=C(CCCSc1nc(-c2ccco2)cc(C(F)(F)F)n1)NCc1cccs1,0,-2,-3,104,7,-2,16,100,98,0.9,-1

# In another format: entries from further up
molecule: O=C(CCCSc1nc(-c2ccco2)cc(C(F)(F)F)n1)NCc1cccs1
  Bim-Bfl-1 = 0; Bcl-XL Bim block = -2; Bcl-B Bim block = -3; RGS4-Gao reg = 104; ABCG2 inh = 7; Bcl-2 Bim block = -2; GSH fluor = 16; RGS8-Gao = 100; RGS7-Gao = 98; ABCB1 block = 0.9; Bcl-W Bim block = -1

molecule: COc1ccc(C)cc1NC(=O)C(OC(=O)CNC(=O)c1ccc(Oc2ccccc2)cc1)c1ccccc1 (stereo not drawn)
  Bim-Bfl-1 = -16; Bcl-XL Bim block = -7; Bcl-B Bim block = -9; RGS4-Gao reg = 99; ABCG2 inh = 7; Bcl-2 Bim block = -10; GSH fluor = 10; RGS8-Gao = 99; RGS7-Gao = 98; ABCB1 block = 0.9; Bcl-W Bim block = 1

# Remaining list, next part:
SMILES,Bim-Bfl-1,Bcl-XL Bim block,Bcl-B Bim block,RGS4-Gao reg,ABCG2 inh,Bcl-2 Bim block,GSH fluor,RGS8-Gao,RGS7-Gao,ABCB1 block,Bcl-W Bim block
Cc1cccc(-c2noc(CN(C(=O)/C=C/c3ccccc3Cl)C(C)C)n2)c1,-1,-2,-4,94,40,-1,11,89,98,1.8,-2
COc1ccc(NC(C)c2cc(Cl)ccc2O)cc1 (stereo not drawn),0,6,-3,104,4,-2,29,101,105,0.8,2
C=CCOc1nc(N2CCCC2)nc(N2CCCC2)n1,-10,-16,-5,99,3,-5,64,102,101,-0.9,2
C=CCN(CC=C)c1ccc(N2C(=O)C3CCCCC3C2=O)cc1[N+](=O)[O-] (stereo not drawn),-3,-1,-9,96,5,-4,.,96,93,3.4,-7
COC(=O)c1ccc2c(=O)n(CCN3CCOCC3)c(SCC(=O)NCc3ccccc3)nc2c1,-2,0,-1,97,8,-4,25,100,100,1.0,0
O=C(NCC1(c2ccccc2)CCCC1)C1(c2ccccc2)CCCC1,-22,-23,-32,103,0,-29,59,104,100,0.4,-27
CC(C)(C)c1ccc(C2CC2C(=O)N/N=C\c2ccc[nH]2)cc1 (stereo not drawn),-8,-3,-6,101,4,-1,14,104,104,0.9,-4
CN1CCN(c2ccc(NC(=O)COc3ccccc3[N+](=O)[O-])cc2)CC1,-4,0,-3,87,13,0,13,94,86,2.2,0
CC(=Nc1ccccc1)c1sc2ccccc2c1O,-15,-10,-7,93,28,-8,27,101,94,1.0,0
O=C(Nc1cccc2cccnc12)C1CCCC1,-3,-6,-6,97,8,-2,6,94,93,0.3,-4
O=C(COc1ccc(Cl)cc1)Nc1nc(-c2ccc(S(=O)(=O)N3CCOCC3)cc2)cs1,-1,12,0,97,1,-3,48,93,100,0.5,-1
Cn1c(=O)c2c(ncn2CC(=O)N2CCN(c3cccc(Cl)c3)CC2)n(C)c1=O,-15,0,-6,90,2,-7,36,94,92,0.3,1
O=C(Nc1cccc(S(=O)(=O)NC2=NCCCCC2)c1)c1cc(-c2ccc(Cl)cc2)nc2ccccc12,-1,-5,-1,103,7,-1,9,105,100,1.1,0
O=C(N/N=C/c1ccc(Br)o1)c1cc([N+](=O)[O-])cc([N+](=O)[O-])c1,-3,-4,1,102,5,0,8,101,98,0.7,2
CC12CN3CC(C)(CN(C1)C3c1ccc(Br)cc1)C2=O (stereo not drawn),4,1,4,102,2,0,68,110,102,0.6,0
O=C(c1ccc(Cl)c([N+](=O)[O-])c1)N1CCN(C(=O)c2ccco2)CC1,-5,-4,-3,96,6,0,11,97,99,0.1,0
CC(=O)NS(=O)(=O)c1ccc(NC(=O)C2C3C=CC(C3)C2C(=O)O)cc1 (stereo not drawn),-4,-9,-5,101,0,-7,10,103,102,0.3,-4
CS(=O)(=O)N1CCN(c2ccccc2NC(=O)c2cccs2)CC1,0,2,-3,98,14,4,10,99,98,1.7,10
COc1cccc(OCC(=O)NNC(=O)c2cnccn2)c1,-3,-2,-1,100,30,0,23,99,98,1.4,0
O=C(O)c1cc(O)c2c(c1)C(=O)c1cc(O)cc(O)c1C2=O,4,0,10,95,-2,1,23,98,98,0.2,2
C/C(=N/NC(=O)CNC(=O)c1ccccc1)c1ccc(C)cc1,-7,0,-4,97,2,-3,13,99,98,0.0,-3
CC(C)CNS(=O)(=O)c1ccc(S(=O)(=O)N2CCC3(CC2)OCCO3)cc1,-16,-9,-9,108,3,-8,9,104,101,0.3,-4
CCc1ccc2[nH]c(=O)c(CN(Cc3ccccc3OC)C(=O)Nc3ccccc3OC)cc2c1,-6,-4,-8,99,7,-8,16,97,95,7.2,0
COC(CNC(=S)Nc1ccc([N+](=O)[O-])cc1)OC,0,0,-1,106,26,0,23,105,107,1.0,0
COC(=O)c1cc(OC)c(OC)cc1NC(=O)CN1C(=O)c2ccccc2C1=O,-15,-5,-5,100,36,-9,22,99,101,5.2,0
O=C(CSc1nc2c(cnn2-c2ccccc2)c(=O)[nH]1)N1CCOCC1,-2,-2,-1,98,3,-5,19,98,103,0.5,-1
CC(C)CCN1CCN(Cc2nc3ccccc3s2)CC1CCO (stereo not drawn),1,1,2,100,4,-2,12,98,118,0.2,2
O=C(NC1CCCCC1)C(c1cccs1)N(CCCN1CCOCC1)C(=O)c1ccc(-c2ccccc2)[nH]1 (stereo not drawn),-1,4,1,102,2,0,20,104,102,6.1,4
O=C1C2CCCN2C(c2ccc(Cl)cc2)N1c1nccs1 (stereo not drawn),-17,-3,-5,103,-8,-15,21,104,104,-0.3,0
COc1ccc(C(=O)NCC(=O)NC2=NCCS2)cc1,-9,-4,-5,103,1,-3,23,104,103,0.1,2
CCSc1nnc(-c2ccc(S(=O)(=O)NCc3cccs3)cc2)o1,-10,4,-5,103,7,-5,61,105,105,0.8,4
CCC(C)NC(=O)Nc1ccccc1C (stereo not drawn),-16,-4,-5,107,3,-7,12,100,107,0.3,-3
COCC(C)n1c(SCC(=O)N2CCCCC2)nc2ccccc2c1=O (stereo not drawn),-9,-4,-9,97,0,-10,26,98,100,-1.9,0
O=C(OCC1COc2ccccc2O1)c1c(F)cccc1F (stereo not drawn),-10,-8,-7,101,2,-11,35,103,100,0.5,-4
CC(C)NC(=O)CN(C(=O)CCC(=O)Nc1ccccn1)c1ccc(F)c(Cl)c1,-15,-9,-10,100,2,-11,14,100,102,0.5,0
CCOC(=O)N1CCC(=NNC(=O)Cn2ccc(C(F)(F)F)n2)CC1,-2,-2,-2,93,2,-1,22,98,94,0.8,2
O=c1[nH]c(CCl)nc2cc(-c3ccc(Cl)cc3)sc12,-12,-5,-7,97,-3,-9,11,99,92,-0.9,0

# Compounds as they come; 1.1% or so of the library scored in one or more.
